MrgX1 PAM: human MrgX1 positive allosteric modulation, primary screen. MrgX1-HEK293, Fluo-4 calcium flux, FDSS; hits give high values. 310,000 compounds, 0.63% hits. B-score at 10 µM. AID 588675;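 active = plate-corrected calcium response at least 3 library SD above typical, normal starting fluorescence, not activating the receptor alone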;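 also: compound read alongside a low EC10 to EC30 dose of BAM8-22 agonist; peak minus trough fluorescence over baseline measured at the second addition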
Target sequence (Q96LB2 whole entry, looked up): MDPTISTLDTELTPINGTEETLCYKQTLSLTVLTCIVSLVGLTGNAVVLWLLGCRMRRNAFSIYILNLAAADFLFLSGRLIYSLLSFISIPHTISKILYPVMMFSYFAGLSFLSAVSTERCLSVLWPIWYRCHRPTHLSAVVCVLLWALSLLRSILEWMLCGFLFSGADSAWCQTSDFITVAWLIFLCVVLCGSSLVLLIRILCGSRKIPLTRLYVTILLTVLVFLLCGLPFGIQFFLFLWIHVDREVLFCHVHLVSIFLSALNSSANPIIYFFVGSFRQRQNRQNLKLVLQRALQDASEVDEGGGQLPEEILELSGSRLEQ
TMEM16A inh: inhibitors of mouse TMEM16A calcium-activated chloride channel; Q8BHY3; HEK293 TMEM16A/YFP iodide influx fluorescence, ionomycin; normalized B-score (activity score, 25-100; higher = stronger inhibition) at 10 µM; 310,000 compounds, 1.2% hits; AID 588511;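 active = ratio plate-corrected score three or more library SD toward inhibition, starting fluorescence score within five deviations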;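 also: score derived from kinetic fluorescence span divided by baseline fluorescence per well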
MrgX1 ag: activates human MrgX1 receptor signaling; MrgX1-HEK293 cells, Fluo-4 calcium fluorescence, agonist mode; hits give high values; B-score at 10 µM; 310,000 compounds, 0.44% hits;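 active = calcium response B-score plate-corrected fluorescence ratio at least 3 library SD, with starting fluorescence B-score inside 5 SD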
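times = overnight plating, then 30 min 37 °C plus 30 min room-temperature dye loading | assay system = stable human MrgX1 HEK293 cell line | input = fifteen thousand cells per well | signal = kinetic calcium dye fluorescence, Fluo-4 NW | dosing = compound delivered in addition one of three | read-out = B-scored fluorescence response ratio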
RGS4 block: inhibitors of human RGS4 | HEK293 M3R/RGS4 inducible, Fluo-4 calcium flux; hits give high values; triggered by carbachol at its EC20 | B-score at 10 µM | 310,000 compounds, 0.45% hits | P49798;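 active = B-score, a plate-corrected calcium signal, over three deviations above library mean, with baseline fluorescence within five deviations of library mean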;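 also: RGS4 expression induced by doxycycline in cells with stable M3 receptor; B-score is computed from the integrated fluorescence ratio over baseline after carbachol; higher B-score means a larger calcium signal and so more RGS4 inhibition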
Target sequence (P49798 whole entry, looked up): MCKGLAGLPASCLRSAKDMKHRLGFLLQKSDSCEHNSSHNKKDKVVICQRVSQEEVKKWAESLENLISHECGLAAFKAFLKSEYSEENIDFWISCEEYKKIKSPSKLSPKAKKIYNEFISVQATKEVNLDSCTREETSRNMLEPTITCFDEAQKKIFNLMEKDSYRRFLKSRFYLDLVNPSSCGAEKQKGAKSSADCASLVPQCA
RGS4 pot: RGS4 potentiation or activation | 310,000 compounds, 0.92% hits | HEK293 M3R/inducible RGS4, carbachol calcium flux Fluo4; hits give low values | B-score at 10 µM | AID 463111;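 active = B-score of the integrated calcium signal more than 4 SD below the library mean, with starting fluorescence not abnormally high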;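 also: negative B-score means reduced calcium response which marks RGS4 activation or potentiation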
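Detection: kinetic calcium fluorescence imaging with Fluo4-AM dye, 2 µM / Material: HEK293 cells with stable M3R and inducible RGS4 / Schedule: recording 10 s baseline at 1 Hz, 100 s post-agonist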
KCNK3 inh: human KCNK3 channel inhibition, primary screen; AID 602410; B-score at 10 µM; 340,000 compounds, 0.84% hits; CHO-KCNK3 thallium flux, FluxOR fluorescence; hits give low values; O14649;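 active = B-score under library mean minus 4 SD, starting fluorescence ratio at most library mean plus 5 SD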;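 also: more negative B-score means stronger inhibition of thallium flux through KCNK3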
Target sequence (O14649 whole entry, looked up): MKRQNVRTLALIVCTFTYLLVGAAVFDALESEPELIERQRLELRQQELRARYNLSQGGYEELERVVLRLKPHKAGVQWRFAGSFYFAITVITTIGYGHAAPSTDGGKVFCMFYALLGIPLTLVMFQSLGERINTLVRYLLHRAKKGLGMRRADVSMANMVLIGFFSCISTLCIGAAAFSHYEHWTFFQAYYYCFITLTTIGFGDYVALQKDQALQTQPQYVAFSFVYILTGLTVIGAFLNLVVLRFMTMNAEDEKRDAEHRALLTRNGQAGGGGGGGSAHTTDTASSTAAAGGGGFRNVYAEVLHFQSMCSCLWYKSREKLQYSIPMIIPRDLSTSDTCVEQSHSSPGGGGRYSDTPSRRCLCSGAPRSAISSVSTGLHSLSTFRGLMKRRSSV
hERG protect: shields human hERG channel from block by proarrhythmic agents; Q12809; CHO-hERG, FluxOR thallium flux, dofetilide IC70 present; activation (rescue from dofetilide block), less the hit threshold, % at 10 µM; 310,000 compounds, 0.51% hits; AID 1511;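 active = activation above the mean of controls blocked by dofetilide plus 5 SD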;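 also: thallium influx through hERG after potassium depolarization seen as dye fluorescence rise; in these data hits start at about 4.7%; inactives centre near -7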
KCNK9 inh: inhibitors of human KCNK9 two-pore domain potassium channel; Q9NPC2; AID 488922; B-score at 10 µM; 310,000 compounds, 1.2% hits; HEK293 KCNK9, FluxOR thallium flux fluorescence; hits give low values;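 active = ratio B-score over 3 SD below the library mean, with starting fluorescence within 5 SD of its mean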;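 also: negative B-score means less thallium flux so channel inhibition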
ANO1 activ: activators or potentiators of mouse TMEM16A chloride channel | HEK293 TMEM16A/YFP-H148Q/I152L, iodide quench fluorescence; hits give low values | B-score at 10 µM | 340,000 compounds, 0.3% hits | AID 623877;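 active = fluorescence-ratio B-score plate-corrected deviation score at least 3 library SD below zero, with starting fluorescence score within 5 deviations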;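 also: channel opened by trigger with iodide after compound preincubation; score built on the fluorescence ratio of max minus min over baseline; more negative score means more quench and so TMEM16A activation or potentiation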
KCNQ1 pot: potentiates or activates the human KCNQ1 potassium channel; CHO-K1 KCNQ1, thallium flux FluxOR fluorescence; hits give high values; 310,000 compounds, 0.35% hits; AID 2648; P51787; B-score at 10 µM;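 active = fluorescence ratio B-score, a plate-corrected score, at least three library SD, with initial intensity B-score within 5 SD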
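assay system = CHO-K1 cells stably expressing KCNQ1 | medium = assay buffer, equal DMSO in all wells | timing = 37 °C overnight plating, 90-min dark dye load, 20-min compound pretreatment | measured by = kinetic FluxOR thallium fluorescence, 10-s 1-Hz baseline, 110-s post-stimulus read | measure = fluorescence change relative to baseline, converted to B score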
KCNQ1 block: inhibitors of human KCNQ1 potassium channel; B-score at 10 µM; 310,000 compounds, 1.3% hits; CHO-K1 KCNQ1, FluxOR thallium flux fluorescence; hits give high values; P51787;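 active = compounds whose thallium flux B-score, printed positive for inhibition, exceeds three library SD while starting fluorescence stays within three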;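 also: channel opened by potassium depolarization with thallium stimulus after 20 min compound exposure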
* marks the source's active call; other numbers are inactive results; i = inactive; x = not tested or not shown.

SMILES	MrgX1 PAM	TMEM16A inh	MrgX1 ag	RGS4 block	RGS4 pot	KCNK3 inh	hERG protect	KCNK9 inh	ANO1 activ	KCNQ1 pot	KCNQ1 block
O=C(/C=C/c1ccc(Cl)c([N+](=O)[O-])c1)Nc1cccc(NC(=O)c2ccco2)c1	i	i	i	i	i	i	-32.8	i	i	i	i
Cc1cc(C)n(-c2nc(NCCN(C)C)c3c4c(sc3n2)CCCC4)n1	i	i	i	i	i	i	-14.8	i	i	i	i
CCc1ccc(S(=O)(=O)NCc2csc(-c3cccnc3)n2)s1	i	i	i	i	i	i	-9.2	i	i	i	i
CCOC(=O)CNC(=O)C(CC(C)C)NC(=O)C1CCCCC1 (stereo not drawn)	i	i	i	i	i	i	-10.0	i	i	i	i
COC(=O)c1c(NC(=O)CCN2CCOCC2)sc2c1CCCC2	i	i	i	i	i	i	-4.8	i	i	i	i
O=C(c1sccc1Cl)N1CCN(Cc2ccc3c(c2)OCO3)CC1	i	i	i	i	i	i	-6.2	i	i	i	i
COc1ccc(-c2cc(=O)c3cc(OC)ccc3[nH]2)cc1	i	i	i	i	i	i	-6.6	i	i	i	i
CCCn1nc(NC(=O)c2cccs2)c2cc3cccc(C)c3nc21	i	i	i	i	i	i	-10.1	i	i	i	7*
COc1ccc(S(=O)(=O)N2CCN(C(=O)C3CC3)CC2)cc1	i	i	i	i	i	i	-5.9	i	i	i	i
Cc1cc2nc(-c3ccc(SCC(=O)N4CCc5ccccc54)nc3)[nH]c2cc1C	i	i	i	i	i	i	-8.4	i	i	i	i
CCOc1ccc(-n2c(=O)c3c4c(sc3n(CC(=O)NCc3ccco3)c2=O)CCC4)cc1	i	i	i	i	i	i	-6.1	i	i	i	i
O=C(Cc1cccc2ccccc12)OCn1nnc2ccccc2c1=O	i	i	i	i	i	i	-10.5	i	i	i	i
CN(CCNC(=O)c1ccc(CS(=O)(=O)c2c(Cl)cccc2Cl)o1)CCc1ccccc1	i	i	i	i	i	i	-17.3	i	i	i	i
CC(C)CCNC(=O)C1CCC(CNS(=O)(=O)c2cccc3nsnc23)CC1 (stereo not drawn)	i	i	i	i	i	i	-2.0	i	i	i	i
COc1ccc(-c2nnc(SC3CCOC3=O)n2C2CCCCC2)cc1OC (stereo not drawn)	i	i	i	i	i	i	-9.6	i	i	i	i
CC1(C)CC(=O)C(C=NCCN2CCN(C(=O)c3ccc(F)cc3)CC2)=C(O)C1	i	i	i	i	i	i	-14.4	i	i	i	i
O=C(NCCNC(=O)c1ccccc1Br)c1ccccc1Br	i	i	i	i	i	i	-2.3	i	i	i	i
CN1C(=O)/C(=C\c2ccc(OC(=O)c3ccco3)cc2)SC1=S	i	i	i	i	i	i	-4.6	i	i	i	i
COc1ccc(NC(=O)C2CCCN2C(=O)NCc2ccccc2)c(OC)c1 (stereo not drawn)	i	i	i	i	i	i	-12.1	i	i	i	i
O=C(Nc1ccccc1F)c1ccc(-c2cccc([N+](=O)[O-])c2)o1	i	i	i	i	i	i	-5.3	i	i	i	i

KCNQ1 block, hit marks shown above
structure	MrgX1 ag	RGS4 block	KCNK3 inh	KCNK9 inh	ANO1 activ	KCNQ1 pot	KCNQ1 block
CCCn1nc(NC(=O)c2cccs2)c2cc3cccc(C)c3nc21	i	i	i	i	i	i	7*

Next part
SMILES	MrgX1 PAM	TMEM16A inh	MrgX1 ag	RGS4 block	RGS4 pot	KCNK3 inh	hERG protect	KCNK9 inh	ANO1 activ	KCNQ1 pot	KCNQ1 block
COC(=O)c1cc(NC(=O)CSc2nnc(CN3CCOCC3)n2C)ccc1Cl	i	i	i	i	i	i	-1.7	i	i	i	i
COC(=O)c1cc2ccsc2n1Cc1cc(=O)n2ccccc2n1	i	i	i	i	-10*	i	-9.8	i	i	i	i
CC(C)Sc1nc2c(c(=O)[nH]1)C(c1cccs1)C1=C(CC(C)(C)CC1=O)N2 (stereo not drawn)	i	i	i	i	i	i	-3.3	i	i	i	i
COc1ccc(OCCCC(=O)N(C)CC(=O)Nc2c(C)cccc2C)cc1	i	i	i	i	i	i	-6.2	i	i	i	i
Fc1ccc2nc(Nc3nc4c(s3)CCCC4)sc2c1	i	i	i	i	i	i	10.5*	i	i	i	i
CCn1c(-c2ccccc2O)n[nH]c1=S	i	i	i	i	i	i	-7.2	i	i	i	i
COc1ccc(S(=O)(=O)NC(CC(=O)NCCc2ccc(OC)c(OC)c2)c2ccco2)cc1 (stereo not drawn)	i	i	i	i	i	i	1.3	i	i	i	i
CCOC(=O)c1ccc(NC(=O)CSc2nc(SC)ns2)cc1	i	100*	i	i	i	i	-6.4	i	i	i	i
COc1ccc(Br)cc1C(=O)Nc1cccc(C)c1	i	i	i	i	i	i	-6.8	i	i	i	i
O=C(CNC(=O)c1ccccc1C(F)(F)F)N/N=C/c1cccs1	i	i	i	i	i	i	-6.8	i	i	i	i
COc1ccc(-n2ncc3c(NCc4cccnc4)ncnc32)cc1	i	i	i	i	i	i	-2.1	i	i	i	i
CC(=O)N1CN(Cc2ccccn2)Cc2c1sc1c2CCCC1	i	i	i	i	i	i	-8.0	i	i	i	i
CCc1ccc(OCC(=O)c2c(O)c3ccccc3oc2=O)cc1	i	i	i	i	i	i	-10.8	i	i	i	i
Cc1ccc(NC(=O)CCC(=O)c2cccs2)cc1F	i	i	i	i	i	i	-2.9	i	i	i	i
O=[N+]([O-])c1ccccc1OCc1nc(-c2cccs2)no1	i	i	i	i	i	i	-18.7	i	i	i	i
Cc1ccc(S(=O)(=O)N(CCC#N)C2CCCCC2)c2nsnc12	6.8*	i	i	i	i	i	-11.9	i	i	i	i
CNC(=S)N1CCN(C(=O)c2ccco2)CC1	i	i	i	i	i	i	-4.4	i	i	i	i
COc1ccc(CNC(=O)CN(C(=O)c2csnn2)c2cnc3ccccc3c2)cc1	i	i	i	i	i	i	-3.3	i	i	i	i
CN=C1c2c(-c3ccccc3)c3cc(OC)ccc3n2CCN1C	i	i	i	i	i	i	-12.3	i	i	i	i
CS(=O)(=O)c1ccccc1-c1nnc(NC(=O)c2ccco2)o1	i	i	i	i	i	i	-3.8	i	i	i	i
COc1cccc(NC(=O)CSc2nc(=O)n(CCN(C)C)c3c2CCCC3)c1	i	i	i	i	i	i	-10.3	i	i	i	i
COc1cccc(NC(=O)c2ccc(Cn3cc([N+](=O)[O-])cn3)o2)c1	i	i	i	i	i	i	-11.5	i	i	i	i
O=[N+]([O-])c1ccc(N2CCN(c3ccc(F)cc3)CC2)nc1	i	i	i	i	i	i	-6.3	i	x	i	i
O=C(NCc1ccco1)C(=O)NCC1OCCCN1S(=O)(=O)c1ccccc1 (stereo not drawn)	i	i	i	i	i	i	-7.7	i	i	i	i
Fc1ccc(-c2nc3ccccn3c2NCc2ccc3c(c2)OCO3)cc1	i	i	i	i	i	i	-21.5	i	i	i	i
CCOC(=O)Nc1ccc2c(COC(=O)c3ccccc3O)cc(=O)oc2c1	i	i	i	i	i	i	-2.8	i	i	i	i
CCc1ccc(CN(C)C(=O)C2CCC(=O)N(Cc3ccccn3)C2)cc1 (stereo not drawn)	i	i	i	i	i	i	-9.4	i	i	i	i
C/C(Cl)=C\Cn1c(O)c(N=O)c2ccccc21	i	i	i	i	i	i	-6.9	i	i	i	i
CN(C)S(=O)(=O)c1ccc2nc(NC(=O)c3cccs3)sc2c1	i	i	i	i	i	i	-21.6	i	i	i	i
CSc1ccc(OC2CCCCC2NS(=O)(=O)c2ccccc2)cc1 (stereo not drawn)	i	i	i	i	i	i	-11.2	i	i	i	i
COc1ccc2nc(NC(=O)c3cccc(S(=O)(=O)N4CCOCC4)c3)sc2c1	i	i	i	i	i	i	-6.1	i	i	i	i
Cc1c(O)nc2sc3ccccc3n2c1=O	i	i	i	i	i	x	3.2	i	x	i	i
O=C1/C(=C/c2ccco2)SC(=S)N1C1CCS(=O)(=O)C1 (stereo not drawn)	i	i	i	i	i	i	-0.6	i	i	i	i
Cc1nnc(NC(=O)c2ccc(Br)o2)s1	i	i	i	i	i	i	-9.3	i	i	i	i
CN1C(=O)C(=O)/C(=C(/O)c2ccc(Br)cc2)C1c1ccc(Cl)cc1 (stereo not drawn)	i	i	i	i	i	i	-7.2	i	i	i	i
CCn1c(CNC(=O)Cc2ccc(OC)cc2)n[nH]c1=S	i	i	i	i	i	i	-6.1	i	i	i	i
CCOc1ccc(NC(=O)CCN2CCCCC2)cc1	i	i	i	i	i	i	-12.3	i	i	i	i
COc1ccc(-n2c(C)cc(/C=C3/SC(=O)N(CC(=O)N4CCOCC4)C3=O)c2C)cc1	i	i	i	i	i	i	-7.6	i	i	i	i
CC(C)(C)C(=O)NCCc1nc(-c2ccccc2)no1	i	i	i	i	i	i	-3.6	i	i	i	i
COc1ccc(C(=O)N(C)C(C)c2ccon2)cc1OC1CCN(C(C)C)CC1 (stereo not drawn)	i	i	i	i	i	i	-6.3	i	i	i	i
COc1ccc(C2/C=C\CN(CC(C)C)CC(=O)N2Cc2ccc(F)cc2)cc1 (stereo not drawn)	i	i	i	i	i	i	-8.6	i	i	i	i
COC(=O)c1ccc(-c2nc(CN3CCCN(C(=O)c4ccco4)CC3)c(C)o2)cc1	i	i	i	i	i	i	-7.2	i	i	i	i
CCOC(=O)N1CCN(S(=O)(=O)c2ccc(C(=O)Nc3nnc(C4CC4)o3)cc2)CC1	i	i	i	i	i	i	-6.7	i	i	i	i
Cc1nnc(Sc2cc(C(=O)NC3CC3)c3ccccc3n2)s1	i	i	i	i	i	i	-10.7	i	i	i	i
Cc1n[nH]c(=S)n1/N=C/c1cccc(OCc2ccccc2)c1	i	i	i	i	i	i	-8.4	i	i	i	i
CC12CN3CCN(CC(C3)C1(O)CN1CCCCC1)C2 (stereo not drawn)	i	i	i	i	i	i	-3.2	i	i	i	i
CC(=O)N1CC(=O)N(c2ccccc2)C1=O	i	i	i	i	i	i	-9.2	i	i	i	i
O=C(Nc1cccc2ccccc12)c1cnccn1	i	i	i	i	i	i	-1.7	i	i	i	i

Screens from PubChem BioAssay.
